# Source: PubChem
# SMARCA2 activ: SMARCA2 (BRM) function activators, primary screen, cell-based, luminescence, high throughput. MG213 cells, MMTV-luciferase reporter, dexamethasone, overnight. actives 1% (n = 370,000). AID 652017, 2013. activation, % at 9.1 µM; in the data active = activation above about 7.8%;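 also: 0% = vehicle wells and 100% = reference activator wells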
# GC-A act: GC-A stimulated cGMP production enhancers – HEK293 GC-A cells, cGMP TR-FRET, EC30 ANP, primary screen; actives 0.14% (n = 370,000); 0% at EC30 ANP, 100% saturating ANP; activation, % at 10 µM; Atrial natriuretic peptide receptor 1 (Homo sapiens), P16066; in the data active = activation above about 40%
# NPR2 activator: human GC-B receptor activators, primary screen, HEK293 GC-B cells, cGMP TR-FRET, EC30 CNP; Atrial natriuretic peptide receptor 2 (Homo sapiens), P20594; 0% at EC30 CNP, 100% saturating CNP; activation, % at 10 µM; actives 0.11% (n = 370,000);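 active = activation at 10 µM reaching about 35% in either raw or pattern-adjusted values, limit read from the data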
# PG9 Ab binder: binders of HIV-1 gp120 antibody PG9, primary screen, biochemical, TR-FRET; actives 0.43% (n = 360,000); AID 624416, 2012; TR-FRET gp120-PG9 antibody binding; inhibition, % at 6.7 µM; HIV-1 gp120 / PG9 antibody interaction; in the data active = inhibition above about 8.5%
# rCAG binder: binders of r(CAG) RNA repeats, primary screen, biochemical, fluorescence | r(CAG) RNA repeat, TO-PRO-1 dye displacement fluorescence | inhibition, % at 3 µM | actives 1.3% (n = 370,000) | AID 651821, 2012;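 active = inhibition above the plate cutoff, the mean of all test compounds on that plate plus 3 SD, cut at about 35% in these data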;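 also: 0% = DMSO alone and 100% = 100 µM mitoxantrone as full dye displacement; higher means more dye released from RNA so lower well fluorescence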
# mABHD4 FP: ABHD4 inhibitors, primary screen, biochemical, fluorescence polarization, mouse; purified mABHD4, FP-Rh probe fluorescence polarization; inhibition, % at 8.92 µM; actives 0.54% (n = 370,000); AID 720543, 2013;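 active = inhibition exceeding the mean over every tested compound plus 3 SD, cut at about 30% in these data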;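 also: 0% = plate median of compound wells and 100% = S159A mutant with DMSO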
#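 Assay system: wild-type mouse ABHD4 protein; compound: single nominal dose of 8.92 µM, 0.89% DMSO final; schedule: 45 min + 60 min at 25 °C; measured by: FP readout, ex 525 nm / em 598 nm; evaluation: % inhibition of FP-Rh probe binding versus controls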
# ASAP1 GAP inh: inhibitors of human ASAP1 ArfGAP activity, primary screen, biochemical, fluorescence polarization | ASAP1-stimulated ARF1 GTP hydrolysis, GDP FP detection | inhibition, % at 16.5 µM | actives 0.19% (n = 360,000) | AID 624377, 2012; in the data active = inhibition above about 25%;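 also: 0% = vehicle with enzyme and substrate and 100% = no enzyme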
# Target sequence (Q9ULH1 325-724 limits assumed): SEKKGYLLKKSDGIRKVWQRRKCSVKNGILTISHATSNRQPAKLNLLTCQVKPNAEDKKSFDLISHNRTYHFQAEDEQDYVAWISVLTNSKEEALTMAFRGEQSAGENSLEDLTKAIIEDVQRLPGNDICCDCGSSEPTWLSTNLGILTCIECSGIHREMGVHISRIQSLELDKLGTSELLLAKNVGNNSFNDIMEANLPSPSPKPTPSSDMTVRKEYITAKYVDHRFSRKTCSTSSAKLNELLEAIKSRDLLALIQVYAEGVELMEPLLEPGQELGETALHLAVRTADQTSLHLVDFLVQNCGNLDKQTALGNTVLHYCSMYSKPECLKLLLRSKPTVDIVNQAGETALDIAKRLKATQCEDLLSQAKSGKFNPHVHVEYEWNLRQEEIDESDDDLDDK
# NR1D1 modulator: modulators of Rev-erb alpha DNA binding, primary screen, biochemical, FITC-DNA, fluorescence polarization, uHTS | activity, % at 10 µM | AID 1259318, 2017 | Nuclear receptor subfamily 1 group D member 1 (Homo sapiens), P20393 | Rev-erbα–FITC-DNA binding, 90 min | actives 0.79% (n = 370,000);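 active = activity above about 14%, limit read from the data; passing the limit was not always enough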;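 also: 0% = DMSO wells with 35 nM protein and 100% = DMSO wells with 750 nM protein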
# Target sequence (P20393 whole entry, looked up): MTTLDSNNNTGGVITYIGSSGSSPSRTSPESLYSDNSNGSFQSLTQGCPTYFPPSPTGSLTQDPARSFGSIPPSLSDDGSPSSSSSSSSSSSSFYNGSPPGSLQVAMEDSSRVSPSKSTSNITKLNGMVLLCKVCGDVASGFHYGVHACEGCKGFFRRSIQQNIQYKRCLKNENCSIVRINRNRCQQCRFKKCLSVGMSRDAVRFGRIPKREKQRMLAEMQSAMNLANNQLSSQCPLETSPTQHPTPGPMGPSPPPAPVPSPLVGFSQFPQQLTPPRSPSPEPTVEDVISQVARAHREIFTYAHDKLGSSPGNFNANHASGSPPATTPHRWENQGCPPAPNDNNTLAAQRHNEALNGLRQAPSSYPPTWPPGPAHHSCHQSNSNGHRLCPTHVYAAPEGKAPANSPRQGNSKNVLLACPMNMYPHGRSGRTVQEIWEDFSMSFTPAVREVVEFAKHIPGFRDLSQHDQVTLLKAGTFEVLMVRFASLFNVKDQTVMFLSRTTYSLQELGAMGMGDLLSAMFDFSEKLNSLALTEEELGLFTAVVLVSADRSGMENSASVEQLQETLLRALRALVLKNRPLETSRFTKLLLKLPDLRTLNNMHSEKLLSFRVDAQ
# ARFGAP1 inh: inhibitors of rat ARFGAP1 GAP activity, primary screen, biochemical, fluorescence polarization, GDP tracer. Arfgap1-stimulated ARF1 GTP hydrolysis, GDP FP detection. inhibition, % at 16.5 µM. actives 0.26% (n = 360,000);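 active = inhibition above a per-plate limit, mean inhibition of low control wells plus 3 SD, cut at about 25% in these data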;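 also: 0% = DMSO wells with enzyme and 100% = wells lacking Arfgap1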
#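 Assay system: Rat Arfgap1 GAP domain (His6, aa 1-136), purified enzyme | Buffer or medium: HEPES 25 mM pH 7.5, NaCl 150 mM, MgCl2, DTT | Schedule: GTP hydrolysis reaction 2 h at 25 °C | Signal: FP of antibody-bound GDP Alexa 633 tracer, ex 620/em 688 nm | Measure: Percent inhibition of Arfgap1-stimulated GTP hydrolysis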
# HTRA1 inhibitor: HTRA1 serine protease inhibitors, primary screen, biochemical, fluorescence polarization, HTS; Q92743; recombinant HTRA1, FP-rhodamine activity-based probe; inhibition, % at 5.96 µM; actives 0.5% (n = 340,000); AID 504803, 2011; in the data active = inhibition above about 36%;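 also: 0% = enzyme with DMSO and 100% = wells lacking enzyme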
# * hit, by the source's call; . = no result given. This is a random part of the collection; overall some 4.4% were active at least once.
1. Cc1noc(C)c1CSc1nnc(-c2ccncc2)n1-c1cccc(Cl)c1C
2. Cc1ccc(C(=O)Nc2ccc3c(c2)OCCO3)cc1S(=O)(=O)N1CCOCC1
3. COc1ccc(S(=O)(=O)Nc2ccccc2C(=O)N2CCOCC2)cc1Cl
4. CC(=O)c1c(C)nc2ccc(C)cc2c1-c1ccccc1
5. Cc1noc(NS(=O)(=O)c2ccc(NC(=O)/C=C/c3ccc(Br)cc3)cc2)c1C
6. Cc1cccc(/C=N/NC(=O)c2cc(C)nc3ccccc23)n1
7. CCCCCCCCC/C(=N\O)c1ccccn1
8. COc1ccc(CCNC(=O)Cn2nc(C(=O)O)c3ccccc3c2=O)cc1OC
entry no.,1,2,3,4,5,6,7,8
SMARCA2 activ,-1.5,-1.2,-1.6,-1.8,-1.4,-1.7,-0.3,-1.3
GC-A act,-17.3,-5.0,0.0,-6.8,-0.7,-3.4,3.9,-4.0
NPR2 activator,-7.2,0.1,1.2,-5.5,-1.2,-4.1,-1.4,0.1
PG9 Ab binder,-3.4,1.6,0.8,0.2,-0.6,-1.8,0.6,1.6
rCAG binder,-8.7,3.9,1.5,-4.9,81.8*,-0.1,-4.5,-1.4
mABHD4 FP,6.2,-4.2,4.8,0.1,-6.7,4.1,-5.1,5.3
ASAP1 GAP inh,3.1,-5.8,-9.6,-0.7,-4.4,-11.4,-4.4,-11.4
NR1D1 modulator,-1.8,-0.8,-1.6,6.1,-1.9,10.7,1.9,0.7
ARFGAP1 inh,7.4,-19.3,10.4,-3.9,-12.1,9.3,7.6,-8.2
HTRA1 inhibitor,3.3,-4.3,4.5,2.8,-14.4,1.4,66.4*,-3.6

9. Cc1nc([N+](=O)[O-])c(C(=O)OCc2ccccc2C#N)n1C
10. CC1(C)ON(C2CCCCC2)[C@H]2c3nc4ccccc4n3C[C@H]21
11. O=C(N/N=C/c1ccncc1)c1cc2c(ccc3ccccc32)o1
12. COc1ccc(-c2cn3c(C)c(C(=O)NC(C)(C)C)sc3n2)cc1
13. C=CCc1c(C)nc(-c2ccccc2)nc1Nc1ccc(O)cc1
14. CC(C)NC(=O)c1onc(CSc2ccccn2)c1C(=O)NC(C)C
15. Cn1c(SCC(=O)Nc2nccs2)nnc1-c1cccnc1
16. CCCCCCCOc1ccc(-c2ccc(C#N)cn2)cc1
entry no.,9,10,11,12,13,14,15,16
SMARCA2 activ,6.3,-0.7,1.6,2.5,-3.2,0.2,-0.1,-1.0
GC-A act,-2.2,0.1,22.4,4.5,2.5,0.0,4.4,0.9
NPR2 activator,5.0,1.5,-0.5,1.9,-8.4,-1.3,-1.0,1.7
PG9 Ab binder,1.3,-1.2,-5.4,-0.3,-2.5,1.2,0.3,0.3
rCAG binder,-2.5,-5.5,2.5,1.6,1.9,-7.6,3.4,1.5
mABHD4 FP,4.3,-1.7,-33.1,2.3,3.5,-0.8,1.9,3.7
ASAP1 GAP inh,3.9,-6.8,0.2,-3.5,8.2,3.6,3.4,5.0
NR1D1 modulator,-1.9,-1.2,-6.3,-3.1,6.2,-3.0,0.0,-3.4
ARFGAP1 inh,-1.1,2.3,-4.7,-5.8,11.2,8.2,-0.8,-4.8
HTRA1 inhibitor,-2.6,3.8,-22.2,-11.7,-4.5,2.7,5.0,3.5

# A run of entries from further up, for reference:
10. CC1(C)ON(C2CCCCC2)[C@H]2c3nc4ccccc4n3C[C@H]21
11. O=C(N/N=C/c1ccncc1)c1cc2c(ccc3ccccc32)o1
12. COc1ccc(-c2cn3c(C)c(C(=O)NC(C)(C)C)sc3n2)cc1
13. C=CCc1c(C)nc(-c2ccccc2)nc1Nc1ccc(O)cc1
14. CC(C)NC(=O)c1onc(CSc2ccccn2)c1C(=O)NC(C)C
entry no.,10,11,12,13,14
SMARCA2 activ,-0.7,1.6,2.5,-3.2,0.2
GC-A act,0.1,22.4,4.5,2.5,0.0
NPR2 activator,1.5,-0.5,1.9,-8.4,-1.3
PG9 Ab binder,-1.2,-5.4,-0.3,-2.5,1.2
rCAG binder,-5.5,2.5,1.6,1.9,-7.6
mABHD4 FP,-1.7,-33.1,2.3,3.5,-0.8
ASAP1 GAP inh,-6.8,0.2,-3.5,8.2,3.6
NR1D1 modulator,-1.2,-6.3,-3.1,6.2,-3.0
ARFGAP1 inh,2.3,-4.7,-5.8,11.2,8.2
HTRA1 inhibitor,3.8,-22.2,-11.7,-4.5,2.7

# Additional results.
17. COC(=O)C(N)Cc1ccc(Cl)cc1 (configuration not stated)
18. CC(C(=O)NC1CCCC1)N(Cc1ccco1)C(=O)c1snc(C(=O)NC2CCCC2)c1N (configuration not stated)
19. COC(=O)C1N[C@@H]([C@@H](NC(=O)COc2ccccc2)C(=O)NCc2ccsc2)SC1(C)C (some centres not stated)
20. Cc1cccc(CN2CCC(CNC(=O)CSc3cc(=O)n(C)c4cc(Cl)ccc34)CC2)c1
21. CC(O)(c1ccccc1)c1nc(-c2cc3ccccc3o2)cs1 (configuration not stated)
22. COc1ccc(NC(=O)C(=O)NCCCO)cc1Cl
23. CCONC(=NC)c1nonc1N
24. COc1ccc(S(=O)(=O)N2CCCCC2)cc1NS(=O)(=O)c1cc(Cl)ccc1Cl
entry no.,17,18,19,20,21,22,23,24
SMARCA2 activ,4.9,-3.3,1.4,-0.7,0.2,2.1,0.8,-1.8
GC-A act,5.0,6.3,1.4,-28.4,10.7,5.2,2.7,0.4
NPR2 activator,-2.2,-1.6,1.0,-11.7,-9.4,-3.1,3.0,6.0
PG9 Ab binder,-1.1,-0.7,0.1,-0.7,0.6,-1.5,-1.9,0.3
rCAG binder,2.2,-7.7,-5.3,-3.0,2.4,0.8,-2.1,36.2*
mABHD4 FP,3.3,-6.3,-2.9,4.3,-39.6,-7.8,5.0,-5.8
ASAP1 GAP inh,5.4,-5.5,-0.2,18.0,7.7,2.5,-3.5,0.0
NR1D1 modulator,-0.4,2.6,7.2,3.0,-4.1,-3.2,-4.6,5.3
ARFGAP1 inh,1.4,8.6,-2.9,-2.8,5.9,13.9,-3.0,-3.2
HTRA1 inhibitor,-0.1,-8.5,-1.4,-1.6,.,9.9,0.7,1.8

25. N/C(=N\OC(=O)CCCN1C(=O)c2ccccc2C1=O)c1ccccn1
26. C=CCn1c(CNc2ccc(C)cc2)nnc1SCC(=O)N/N=C/c1ccc(O)cc1O
27. COc1ccc(C2=CC(c3cc(OC)c(OC)c(OC)c3)NC(=S)N2)cc1 (configuration not stated)
28. CCN(C(=O)CSc1nnc(-c2ccc(F)cc2)c2ccccc12)C1CCS(=O)(=O)C1 (configuration not stated)
29. COc1ccc(C)cc1NS(=O)(=O)c1ccc(Br)s1
30. CC(=O)c1cccc(NC(=O)CCCCCn2nnc3ccccc3c2=O)c1
31. O=C(O)c1cccc(NC(=O)c2ccc(COc3ccc(Cl)cc3)cc2)c1
32. COc1ccc(Cl)cc1NC(=S)NNC(=O)c1cccnc1
entry no.,25,26,27,28,29,30,31,32
SMARCA2 activ,-2.0,-1.6,-3.4,-2.2,-1.5,-4.0,0.1,1.2
GC-A act,-7.2,0.5,-2.3,-5.1,-15.7,0.9,7.3,0.8
NPR2 activator,-4.2,-0.4,-5.3,-9.8,-11.9,-6.6,-5.4,-0.3
PG9 Ab binder,1.3,-1.9,-0.9,-2.5,0.0,-1.4,-0.9,-3.8
rCAG binder,-3.5,6.8,16.5,0.8,-2.2,6.5,47.0*,27.1
mABHD4 FP,-1.8,9.8,-4.8,2.3,2.6,-7.6,-13.8,3.1
ASAP1 GAP inh,-17.1,-0.3,10.4,3.9,3.7,-0.3,1.7,-6.5
NR1D1 modulator,-3.7,-2.2,-3.9,0.3,-4.7,-2.2,2.5,-1.7
ARFGAP1 inh,-0.1,4.7,4.8,9.1,-8.3,-9.1,-4.2,16.1
HTRA1 inhibitor,0.2,9.8,-11.2,-0.2,-10.0,-4.8,-7.1,-1.5

33. Nc1cccc2c1C(=O)N(C(=O)/C=C/c1ccc(F)cc1)C2=O
34. Cc1ccc(C(=O)NCC(=O)OCC(=O)c2ccc3c(c2)NC(=O)CO3)cc1C
35. Cc1ccc(C(=O)Nn2cnnc2)cc1S(=O)(=O)N1CCOCC1
36. CC(OC(=O)c1ccc(-n2cnnn2)cc1)C(=O)Nc1ccc(F)c(F)c1F (configuration not stated)
37. CC1(C)CC(=O)C2=C(C1)NC(Nc1nc3ccccc3o1)=NC2c1ccccn1 (configuration not stated)
38. O=C1CC2(CCN(C(=O)c3ccc([N+](=O)[O-])cc3)CC2)Oc2ccccc21
39. O=C(OC1CCOC1=O)c1cc(-c2cccc(Br)c2)nc2ccccc12 (configuration not stated)
40. CC(Oc1ccc(Cl)cc1Cl)C(=O)NCCN1CCOCC1 (configuration not stated)
entry no.,33,34,35,36,37,38,39,40
SMARCA2 activ,1.3,2.3,-1.4,-1.2,0.2,-1.0,-1.6,0.4
GC-A act,7.2,-1.5,0.2,-1.4,46.0*,1.0,2.3,3.5
NPR2 activator,-4.0,5.0,2.5,3.1,1.6,-2.6,-8.2,1.1
PG9 Ab binder,-0.1,-0.6,-2.1,1.0,0.1,0.9,-1.2,-3.0
rCAG binder,4.0,0.9,-1.9,0.9,-3.0,-4.1,2.7,-2.7
mABHD4 FP,-0.4,-1.3,1.8,10.8,-2.2,0.5,-6.8,0.2
ASAP1 GAP inh,2.4,11.7,8.4,-3.5,2.7,12.8,-10.4,-5.8
NR1D1 modulator,6.2,-0.3,-2.7,-2.6,-2.5,5.3,-1.7,-2.0
ARFGAP1 inh,2.2,-1.2,0.7,1.1,3.8,-0.4,-2.7,-5.4
HTRA1 inhibitor,-0.3,2.8,0.8,-16.6,5.0,7.7,-32.5,1.0

41. CSC1=C(C#N)C(c2ccc3c(c2)OCO3)C2=C(CCCC2=O)N1 (configuration not stated)
42. O=C(NC1=NCCS1)c1cccc(N2C(=O)c3ccccc3C2=O)c1
43. CSC1=NCCN1C(=O)c1cccc(C(F)(F)F)c1
44. COc1ccc(-n2c(=O)cc(N3CCN(c4ccccc4)CC3)[nH]c2=O)cc1
entry no.,41,42,43,44
SMARCA2 activ,0.8,1.3,-1.0,-3.0
GC-A act,0.7,4.2,6.1,0.2
NPR2 activator,0.9,-1.9,6.2,1.3
PG9 Ab binder,-0.8,0.3,1.8,1.2
rCAG binder,-18.6,1.0,-3.4,-1.0
mABHD4 FP,2.6,-5.6,3.1,-2.1
ASAP1 GAP inh,0.9,-9.7,-13.7,4.3
NR1D1 modulator,-7.2,-0.5,0.8,-1.5
ARFGAP1 inh,-18.1,-8.7,-6.3,-6.8
HTRA1 inhibitor,0.9,-4.7,1.2,2.1
